From PubChem BioAssay
VEEV TC-83 Vero: inhibitors of VEEV TC-83 cytopathic effect, confirmation, Vero cells (AID 588727); Vero cells, VEEV TC-83 cytopathic effect inhibition; higher % means a stronger effect; one-dose inhibition, % at 20 µM; IC50 in µM for titrated hits; hit rate 0.13% among 350,000; in the data active = a potency from the dose series; inconclusive = inhibition mostly from about 14% at the one dose, without a potency; inactive = the rest, 99 in 100 with inhibition below about 12%; also: strong numbers were not always called active
M. tuberculosis: growth inhibition of non-replicating M. tuberculosis (AID 488890) | Mycobacterium tuberculosis non-replicating, growth inhibition; higher % means a stronger effect | inhibition, % at 25 µM, or IC50 in µM where a hit was titrated | hit rate 0.39% among 320,000; in the data active = a potency from the dose series; inconclusive = inhibition mostly from about 82% at the one dose, without a potency; inactive = the rest, 99 in 100 with inhibition below about 76%;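 also: plate controls were DMSO cells for no effect and high antibiotic wells for full effect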
Salmonella PhoP GFP: PhoP regulon inhibitors, Salmonella typhi PhoP promoter GFP reporter, confirmatory (AID 1850); hit rate 0.33% among 310,000; Salmonella Typhi PhoP-promoter GFP reporter, fluorescence, 4 h; higher % means a stronger effect; inhibition, % at 50 µM; hits with a dose series show IC50 in µM; in the data active = a potency from the dose series; inconclusive = inhibition mostly from about 25% at the one dose, without a potency; inactive = the rest, 99 in 100 with inhibition below about 19%;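 also: 0% = induced wells with vehicle and 100% = uninduced wells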
H1N1 NS1A inhibition: NS1A inhibition, H1N1 influenza, cell based functional assay (AID 504329); NS1A functional cell-based assay, percent inhibition; higher % means a stronger effect; inhibition, % at 12.5 µM, or IC50 in µM where a hit was titrated; hit rate 0.3% among 340,000; in the data active = a potency from the dose series; inconclusive = inhibition above about 27% without an active follow-up result; also: strong numbers were not always called active
H37Rv inhibition: M. tuberculosis growth inhibition, HTS (AID 449762); M. tuberculosis H37Rv growth inhibition, 7H9 media; higher % means a stronger effect; inhibition, % at 25 µM; hits with a dose series show IC50 in µM; hit rate 0.59% among 330,000; in the data active = a potency from the dose series; inconclusive = inhibition above about 70% without an active follow-up result;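 also: bacterial growth assessed after seven days of incubation; strong numbers were not always called active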
VEEV TC-83 Vero 10K pilot screen: also measured in VEEV TC-83 Vero; calls as there; inhibition, %; measured here: 10K pilot screen inhibition
* marks the source's active call; other numbers are inactive results; i = inactive; u = inconclusive; x = no result given.

SMILES	VEEV TC-83 Vero	M. tuberculosis	Salmonella PhoP GFP	H1N1 NS1A inhibition	H37Rv inhibition	others
O=C(CN(Cc1cccs1)C(=O)CN1C(=O)COc2ccccc21)NCc1ccco1	0.4%	-12%	0%	-1%	-10%
C=CCOC(=O)/C(=C\C=C\c1ccccc1)NC(=O)c1ccccc1	0.3%	27%	-8%	-4%	0%
O=C(NC1CCSc2ccccc21)c1ccc(Cl)c(S(=O)(=O)N2CCOCC2)c1 (stereo not given)	4.5%	8%	-7%	-3%	3%
COc1ccc(NS(=O)(=O)c2cccc(C(=O)NCCCN3CCOCC3)c2)cc1	2.2%	-22%	0%	-5%	38%
CCCNC(=O)c1ccccc1NC(=O)c1ccc2c(=O)n3c(nc2c1)CCC3	9.5%	-2%	9%	12%	8%
Cc1cccc(NC(=O)c2cc(-c3cc(Cl)ccc3O)n[nH]2)c1	2.6%	-20%	2%	3%	3%
CCc1ccc(NC(=S)/N=C(\N)Nc2nc(C)c3cc(CC)ccc3n2)cc1	8.1%	u	-5%	-2%	7.3µM*
Cc1cc(C)n(-c2nc(Nc3ccccc3)nc(-n3nc(C)cc3C)n2)n1	2.7%	41%	-14%	-4%	15%
Cc1c(C(=O)NCCO)sc2nc3n(c(=O)c12)CCC3	0.7%	8%	-5%	15%	6%
CCOc1ccc(S(=O)(=O)Nc2cccc(C(=O)N3CCN(C(C)=O)CC3)c2)cc1	0.8%	6%	2%	0%	21%
Cc1ccc(S(=O)(=O)N(C)C)cc1NC(=O)CSc1ccc2c(c1)OCCO2	3.6%	-2%	2%	-4%	0%
COc1ccc(CN2CCCC(N3CCN(c4cccc(Cl)c4)CC3)C2)cc1OC (stereo not given)	0.2%	16%	1%	3%	-3%
COC(=O)[C@@H]1CCCN1C(=O)[C@@H](NC(=O)OC(C)(C)C)C(C)C	0.5%	-32%	-4%	-5%	-3%
CC(=O)c1cccc(NC(=O)COC(=O)COc2ccc(Cl)cc2)c1	0.1%	4%	-9%	12%	-4%
Cc1cc(C)c(NC(=O)CSc2nnc(Cc3cccn3C)n2-c2ccc(F)cc2)c(C)c1	1.7%	15%	-2%	10%	-2%	VEEV TC-83 Vero 10K pilot screen=0.6
O=S(=O)(Nc1ccc(Cl)cc1)c1ccc(N2CCOCC2)c(NC(=S)NC2CC2)c1	1.9%	42%	-2%	0%	1%
COCCCN(C(=S)NC(=O)C(C)(C)C)c1c(N)n(Cc2ccccc2)c(=O)[nH]c1=O	2.8%	21%	10%	-6%	-5%
Cc1ccc(C(=O)/C=C/c2ccc3ncccc3c2)cc1	3.3%	u	4%	-6%	u
CCOc1ccc(C(C)(N)C(=O)O)cc1 (stereo not given)	1.2%	-11%	3%	2%	2%
O=C(COC(=O)c1ccc(NS(=O)(=O)c2ccc(Br)s2)cc1)NC1CCCC1	2.8%	12%	1%	-5%	8%
Cc1c(C(=O)O)sc2nc(SCC(=O)Nc3ccc(S(=O)(=O)NCCCC(=O)O)cc3)[nH]c(=O)c12	0.3%	-20%	-2%	4%	-2%
Cc1ccc(C)c(OCCC(=O)OCC(=O)NCCNC(=O)COC(=O)CCOc2cc(C)ccc2C)c1	9.6%	30%	4%	-11%	1%
Clc1ccccc1CSC1=NCCN1	2.6%	5%	-1%	11%	-12%
O=C(Nc1ccc(-c2n[nH]c(=S)o2)cc1)c1ccccc1	2.6%	0%	-8%	0%	14%
CNC(=O)Oc1cc2c(cc1C(C)(C)C)CCC2	i	x	x	-8%	x

Continued.
SMILES	VEEV TC-83 Vero	M. tuberculosis	Salmonella PhoP GFP	H1N1 NS1A inhibition	H37Rv inhibition	others
N=C1C(c2ccccc2)=C(O)CN1CCO	i	-9%	-6%	-3%	4%
CCOC(=O)C(=O)c1c(C)cc2ccccn12	0.2%	x	x	8%	x
CCC(=O)Nc1c2c(nn1-c1cccc(Cl)c1)CS(=O)(=O)C2	0.1%	-4%	0%	-14%	-1%
COc1ccc(C(O)c2nccn2Cc2ccccc2)cc1OC (stereo not given)	0.2%	8%	0%	-15%	-7%
CCCCNC(=O)Cn1c(-c2ccc(OC)cc2)noc1=O	1.3%	-3%	-11%	-6%	-1%
Cc1cc(NC(=O)CSc2nccn2-c2cccc(F)c2)no1	i	2%	x	-2%	-10%
CC(C)(C)C(Cn1ccnc1)NC(=O)c1ccc2nc(C3CC3)oc2c1 (stereo not given)	0.8%	-5%	-4%	-11%	-16%
COc1cc(COCC(O)CN2C(C)CCCC2C)cc(OC)c1OC (stereo not given)	i	1%	-3%	-17%	0%
Cc1cc(NC(=O)c2n[nH]c(=O)c3ccccc23)ccc1Br	x	-6%	4%	x	-12%
O=C(Nc1cc(C(F)(F)F)ccc1N1CCOCC1)c1n[nH]c(=O)c2ccccc12	2.0%	-6%	7%	-2%	-5%
CCN1CCN(C(=O)c2cc(S(=O)(=O)N3CC(C)CC(C)C3)ccc2Cl)CC1 (stereo not given)	2.4%	x	x	-4%	x
CC(C)c1ccc(N2C(=O)CC(Sc3ncccn3)C2=O)cc1 (stereo not given)	2.6%	u	-1%	19%	0%
O=C(NCCCCc1ccccc1)Nc1ccc(F)cc1	1.1%	19%	-6%	-13%	0%
Cc1cc(C(=O)CN2C(=O)c3ccccc3S2(=O)=O)c(C)n1C(C)C	0.3%	3%	x	7%	-4%
CC1CCN(C(=O)Cn2cc([N+](=O)[O-])ccc2=O)c2ccccc2S1 (stereo not given)	i	26%	x	1%	52%
Cc1ccccc1Nc1nc(N)nc(CSc2ccc(F)cc2)n1	7.3%	47%	1%	0%	43%
Cc1ccc(-n2c(SCC(=O)N3CCOCC3)nnc2-c2cccnc2)cc1C	0.9%	-9%	-4%	-6%	-6%
CN1CCc2c(sc(NC(=O)C3CCCCC3)c2C(N)=O)C1	2.3%	-5%	-3%	32%	3%	VEEV TC-83 Vero 10K pilot screen=0.3
COc1ccc(N(CC(=O)N/N=C/c2ccccc2OC)S(=O)(=O)c2ccccc2)cc1	0.3%	17%	-2%	-7%	0%
CC(C)(C)OC(=O)C[C@@H]1C/C=C\C[C@H](CC(=O)N[C@@H](CO)Cc2ccccc2)C(=O)N[C@H](C(C)(C)C)COC1=O	2.6%	24%	x	-18%	-4%
COC(=O)c1ccc(/C=N/n2c(C)nc3ccccc3c2=O)cc1	0.8%	-6%	0%	3%	7%
CCCCn1c(SCC(=O)c2ccc3c(c2)OCCO3)nnc1-c1ccoc1C	6.7%	30%	5%	4%	-2%
CC(C)[C@H](NC(=O)C1CC(=O)N(c2ccc(F)cc2)C1)C(=O)N1CCCCC1 (stereo not given in full)	2.5%	-7%	5%	-3%	5%
Cc1ccc(C)c(C(=O)C(C)OC(=O)CN2C(=O)NC3(CC(C)CC(C)(C)C3)C2=O)c1 (stereo not given)	3.7%	0%	-8%	-3%	4%
C=CCNC(=S)NNC(=O)COc1ccc(Cl)cc1Cl	6.2%	-11%	-7%	6%	-2%

Overlap with the part before: 2 compounds, then new ones.
SMILES	VEEV TC-83 Vero	M. tuberculosis	Salmonella PhoP GFP	H1N1 NS1A inhibition	H37Rv inhibition	others
Cc1ccc(C)c(C(=O)C(C)OC(=O)CN2C(=O)NC3(CC(C)CC(C)(C)C3)C2=O)c1 (stereo not given)	3.7%	0%	-8%	-3%	4%
C=CCNC(=S)NNC(=O)COc1ccc(Cl)cc1Cl	6.2%	-11%	-7%	6%	-2%
O=C1COc2ccccc2N1Cc1ccccc1Cl	3.3%	20%	-6%	-10%	5%
C#CCOCCOCCOCCNc1nc(N2CCN(C(=O)[C@H](Cc3cc4ccccc4[nH]3)n3cc([C@@H](N)C(C)CC)nn3)CC2)nc(N2CCN(C(=O)[C@H](CCCCN)n3cc([C@@H](N)CO)nn3)CC2)n1 (stereo not given in full)	x	72%	9%	x	22%
OCCOCCn1c(C(CO)Nc2nc(-c3ccccc3Br)cs2)nc2ccccc21 (stereo not given)	0.8%	36%	-8%	5%	3%
CCOC(=O)c1nnc(-c2ccccc2)nc1Sc1c(Cl)cccc1Cl	5.2%	-1%	-4%	6%	4%
COc1ccc(OC)c(S(=O)(=O)N(C)CC(=O)N2CCOCC2)c1	3.7%	0%	-14%	18%	-4%
Cc1ccc(CNC(=O)CN(Cc2cccs2)C(=O)C2(C)CC(=O)N=C3C=CC=CN32)cc1 (stereo not given)	i	-10%	-4%	6%	4%
O=C1NC(=O)C(=Cc2ccccc2Oc2ccc(F)cc2)C(=O)N1	i	x	x	-9%	x
COc1ccc(O)c(C(=O)c2cnn(S(=O)(=O)c3ccc(C)cc3)c2)c1	8.9%	32%	x	0%	-13%
O=CN1CCN(C(=O)c2ccccc2Cl)CC1	0.6%	-4%	-9%	5%	-9%
O=C(NCc1cc(C(F)(F)F)cc(C(F)(F)F)c1)C1CC(c2cccc([N+](=O)[O-])c2)=NO1 (stereo not given)	1.1%	-12%	6%	3%	-8%
C=C1C(O)C[C@H]2C(=C)CCC3[C@H](OC(=O)[C@]3(O)CO)[C@@H]12 (stereo not given in full)	0.6%	-13%	0%	7%	0%
Nc1ccc(N2CCN(Cc3ccccc3Cl)CC2)c(Cl)c1	1.0%	11%	0%	11%	-2%
CCOC(=O)C1CCCc2c1[nH]c1c(C(=O)O)cccc21 (stereo not given)	0.3%	x	14%	-2%	10%
Cn1nnnc1SCCNCc1cccc2ccccc12	2.5%	-6%	3%	5%	-6%
CC(C)=CCC12Oc3cc(O)ccc3C1(O)Oc1cc3c(c(O)c1C2=O)C=CC(C)(C)O3 (stereo not given)	x	18%	14%	x	-3%
Clc1cccc(Nc2nc(-c3ccncc3)nc3ccccc23)c1	7.0%	-11%	1%	5%	-3%
C=CCNc1nc(Nc2ccccc2F)nc(OCC)n1	2.0%	-10%	3%	-4%	5%
COc1ccc(S(=O)(=O)NCc2cccnc2)c2ccccc12	0.1%	-9%	-10%	13%	5%
S=C(NC1CCCCC1)N1CCOCCOCCN(C(=S)NC2CCCCC2)CCOCC1	0.0%	69%	4%	x	-3%
Cc1ccc(S(=O)(=O)N(C)C)cc1NC(=O)C1CCCN(C(=O)c2ccc(Cl)cc2)C1 (stereo not given)	6.3%	15%	5%	4%	5%
CCOC(=O)c1ccc(N2C(=O)CC(Sc3nc(O)c(CC)c(=O)[nH]3)C2=O)cc1 (stereo not given)	0.3%	7%	-8%	2%	-5%
CC(C)CCC(C(=O)O)C(C)CC(=O)Nc1ccn(-c2ccccc2)n1 (stereo not given)	0.3%	-10%	-15%	-10%	-2%
O=C(N=c1nc2ccccn2s1)c1ccccc1	i	-10%	-1%	1%	-1%
COc1ccc(/C=C(\NC(=O)c2ccccc2)C(=O)NC2CCS(=O)(=O)C2)cc1 (stereo not given)	0.4%	-1%	10%	-10%	2%
COC(=O)c1ccccc1NC(=S)N1CCOCC1	i	-6%	-6%	1%	2%

Reprinted from the part before: 3 compounds, followed by the next part.
SMILES	VEEV TC-83 Vero	M. tuberculosis	Salmonella PhoP GFP	H1N1 NS1A inhibition	H37Rv inhibition	others
O=C(N=c1nc2ccccn2s1)c1ccccc1	i	-10%	-1%	1%	-1%
COc1ccc(/C=C(\NC(=O)c2ccccc2)C(=O)NC2CCS(=O)(=O)C2)cc1 (stereo not given)	0.4%	-1%	10%	-10%	2%
COC(=O)c1ccccc1NC(=S)N1CCOCC1	i	-6%	-6%	1%	2%
CCOC(=O)c1cnc(Nc2nc3ccccc3o2)nc1CSC(=S)N1CCCCC1	1.1%	1.5µM*	-5%	-2%	u
c1ccc(-c2nnc(CN3CCCc4ccccc43)o2)cc1	0.5%	76%	5%	4%	8%
CCN1C(=O)c2cccc3c(S(=O)(=O)Nc4ccccc4O)ccc1c23	8.1%	0%	0%	8%	2%
CC(=O)c1ccc(S(=O)(=O)Nc2ccc(-c3ccc4nncn4n3)cc2)cc1	4.3%	20%	8%	4%	38%
CC1CN(C(=S)Nc2cccc(Cl)c2)CC(C)O1 (stereo not given)	0.3%	-3%	-2%	-18%	6%
Cc1cc(C)cc(OCC(=O)Nc2ccc(-n3cnnn3)cc2)c1	0.5%	-7%	x	2%	-2%

4 entries from above, ordered by formula weight, highest first:
SMILES	VEEV TC-83 Vero	M. tuberculosis	Salmonella PhoP GFP	H1N1 NS1A inhibition	H37Rv inhibition	others
Cc1ccc(C)c(C(=O)C(C)OC(=O)CN2C(=O)NC3(CC(C)CC(C)(C)C3)C2=O)c1 (stereo not given)	3.7%	0%	-8%	-3%	4%
Cc1ccc(-n2c(SCC(=O)N3CCOCC3)nnc2-c2cccnc2)cc1C	0.9%	-9%	-4%	-6%	-6%
Cc1ccccc1Nc1nc(N)nc(CSc2ccc(F)cc2)n1	7.3%	47%	1%	0%	43%
CC(C)c1ccc(N2C(=O)CC(Sc3ncccn3)C2=O)cc1 (stereo not given)	2.6%	u	-1%	19%	0%
